# NCI-60 one-dose screen, 48 h, at 10 µM unless noted. Numbers give growth in % (100 = growth as untreated, 0 = no growth, -100 = all killed).
# NCI-H226: NCI-H226 lung cancer | actives 3.5% (n = 79,000)
# A498: A498 renal cancer cells; actives 5.4% (n = 76,000)
# NCI-H460: NCI-H460 lung cancer; actives 6.8% (n = 82,000); AID 1794736
# RXF 393: RXF 393 renal cancer cells. AID 1794773. actives 6.9% (n = 77,000)
# NCI-H322M: NCI-H322M lung cancer. actives 2.7% (n = 80,000). AID 1794733
# HT29: HT29 colon cancer; actives 7.4% (n = 81,000); AID 1794748
# NCI-H522: NCI-H522 lung cancer. actives 8% (n = 78,000)
# COLO 205: COLO 205 colon cancer; actives 7.3% (n = 79,000)
# NCI-H23: NCI-H23 lung cancer. actives 4% (n = 80,000)
# * = called active by the depositor; / = not tested or not shown; [ ] = remark or other dose. The calls were made as follows: active = growth percent below 10; inactive = the rest.
canonical_smiles	NCI-H226	A498	NCI-H460	RXF 393	NCI-H322M	HT29	NCI-H522	COLO 205	NCI-H23
Cc1ccc2[nH]c3nc(=O)[nH]nc3c2c1	/	96.4	109.4	117.7	97.2	104.4	92.7	103.3	99.1
CCC(=O)[C@@H]1CC[C@H](C)c2ccc(C)nc2C1	105.1	112.8	103.0	108.8	96.6	113.9	96.1	114.6	98.5
CN1C(=O)C(C2=NN(c3ccccc3)C(c3ccc(Cl)cc3)C2)C(=O)N(C)C1=O (stereo unspecified)	58.6	80.8	60.4	103.6	89.1	108.2	84.8	93.0	71.8
CCCCSc1nc2c([nH]1)c(=O)n(C)c(=S)n2C	/	74.8	109.5	132.6	94.1	103.7	97.1	/	103.8
COC(=O)c1ccc(NC(=O)Nc2ccc(C(=O)OC)cc2)cc1	99.0	81.3	109.7	112.4	103.7	82.4	51.2	104.5	113.4
CCOC(=O)/C=C/c1sc(-c2cccc(C(=O)OC)c2)cc1N	84.2	91.6	102.2	74.5	90.5	98.7	73.2	87.9	77.5
O=c1c2cc(F)ccc2sc2c(N3CCN(Cc4ccccc4)CC3)nc3ccccc3c12	/	81.6	101.3	114.7	93.1	95.0	89.9	/	100.2
CN(C)c1ccc(C(c2ccc(N(C)C)cc2)c2cccc([N+](=O)[O-])c2)cc1	84.2	165.8	91.1	/	111.0	62.9	/	95.0	85.7
Nc1nnc(-c2c[nH]c3ccc(Br)cc23)c(-c2c[nH]c3ncc(Br)cc23)n1	39.3	17.6	27.7	2.8*	53.5	43.6	30.9	48.3	/
COc1ccc(-c2nc3sccn3c2-c2cc(-c3ccccc3)on2)cc1	77.5	104.4	99.0	96.7	92.3	89.0	84.7	133.1	88.5
C=C1CC2(OC1=O)C(=O)N(CCCCCCCN1C(=O)C3(CC(=C)C(=O)O3)c3ccccc31)c1ccccc12 (stereo unspecified)	63.0	53.5	38.0	-32.8*	87.0	-17.4*	-48.1*	12.8	52.6
O=C(Nc1ccc(S(=O)(=O)N2CCCCC2)cc1)C(Cl)Cl	127.3	110.6	108.1	114.5	114.4	108.7	98.4	119.6	102.8
CCOc1ccc(NC(Cc2ccccc2)c2ccc(OC)cc2)cc1 (stereo unspecified)	86.9	88.5	101.3	109.6	88.8	81.1	57.8	99.1	104.0
O=c1c2ccccc2sc2c(NCCN3CCOCC3)nc3ccccc3c12	59.2	43.7	27.3	11.8	103.9	8.7*	63.1	21.9	68.0
COc1ccc(Oc2nc(Nc3ccc(N4CCOCC4)cc3)ncc2NC(=O)c2ccnc([N+](=O)[O-])c2)cc1	96.4	93.6	107.7	100.4	105.3	108.9	90.2	114.7	93.8
Cc1cc(C)c2c(Nc3ncnc4c3sc3ncccc34)onc2n1	99.9	100.9	97.0	104.3	105.3	101.3	95.6	110.8	97.4
Cc1c(N=O)c(-c2ccccc2)n(O)[n+]1[O-]	/	101.1	102.9	110.9	102.6	111.6	105.7	115.4	98.3
CN[C@@H](CC(C)C)C(=O)NCCc1c[nH]c2cc(Br)c(Br)cc12	75.7	75.3	96.9	59.2	97.9	65.3	67.0	81.4	85.1
CN(C)c1ccc2[nH]c3ccccc3c2c1	101.0	87.2	99.8	113.7	88.8	108.3	95.2	102.3	99.2
Cn1cc(-c2nonc2-c2cn(C)c3ccccc23)c2ccccc21	81.0	12.3	8.9*	1.4*	47.0	6.3*	-20.5*	-34.0*	43.1
O=c1c2cc(F)ccc2sc2c(NCCCN3CCOCC3)nc3ccccc3c12	96.9	73.4	106.3	105.4	95.0	94.7	95.7	110.3	93.6
O=C(c1ccc([N+](=O)[O-])c([N+](=O)[O-])c1O)n1[nH]c(=O)c2ccccc2c1=O	82.1	133.2	44.8	66.7	85.8	66.7	54.8	123.7	50.5
CCOC(=O)/C(=C/c1ccc(OC)c(OC)c1)P(=O)(OCC)OCC	104.6	110.3	101.7	111.7	109.6	129.9	119.5	115.4	101.7
O=C1c2ccccc2C(=O)N1CCCI	107.9	96.5	104.2	109.7	109.6	105.2	73.7	124.7	91.7
Cc1cn([C@]2(CF)O[C@H](CO)C2C)c(=O)[nH]c1=O (stereo partly specified)	111.0	114.5	124.8	101.4	107.8	112.4	87.1	108.2	110.5

# Part of the list above, reduced to NCI-H23, HT29 and A498:
SMILES	NCI-H23	HT29	A498
O=C1c2ccccc2C(=O)N1CCCI	91.7	105.2	96.5
Cc1cn([C@]2(CF)O[C@H](CO)C2C)c(=O)[nH]c1=O (stereo partly specified)	110.5	112.4	114.5

# Fetched by structure from the entries so far (five):
canonical_smiles	NCI-H226	A498	NCI-H460	RXF 393	NCI-H322M	HT29	NCI-H522	COLO 205	NCI-H23
CCOc1ccc(NC(Cc2ccccc2)c2ccc(OC)cc2)cc1 (stereo unspecified)	86.9	88.5	101.3	109.6	88.8	81.1	57.8	99.1	104.0
Cn1cc(-c2nonc2-c2cn(C)c3ccccc23)c2ccccc21	81.0	12.3	8.9*	1.4*	47.0	6.3*	-20.5*	-34.0*	43.1
CCOC(=O)/C(=C/c1ccc(OC)c(OC)c1)P(=O)(OCC)OCC	104.6	110.3	101.7	111.7	109.6	129.9	119.5	115.4	101.7
Cc1c(N=O)c(-c2ccccc2)n(O)[n+]1[O-]	/	101.1	102.9	110.9	102.6	111.6	105.7	115.4	98.3
O=C1c2ccccc2C(=O)N1CCCI	107.9	96.5	104.2	109.7	109.6	105.2	73.7	124.7	91.7

# New compounds follow:
canonical_smiles	NCI-H226	A498	NCI-H460	RXF 393	NCI-H322M	HT29	NCI-H522	COLO 205	NCI-H23
COc1ccc(Cc2cc(-c3ccccc3)nn(Cc3ccccc3)c2=O)cc1OC	52.0	-16.9*	33.9	42.4	82.4	29.1	37.0	9.2*	39.4
O=c1c(O)c(-c2ccccc2)oc2ccc(O)cc12	91.9	82.5	67.5	82.2	/	91.5	73.7	108.1	94.1
COc1cc(-c2csc(NC(=O)Nc3cc(Cl)cc(Cl)c3)n2)cc(OC)c1OC	27.5	-25.9*	-61.6*	15.6	-42.1*	21.9	37.5	5.6*	23.7
CC(=O)N1N=C(c2ccc(Br)cc2)CC1c1cccc(Nc2ccnc3cc(C(F)(F)F)ccc23)c1 (stereo unspecified)	85.6	79.2	92.5	83.9	87.5	70.3	70.6	75.4	90.1
COc1ccc(Nc2ncccc2/C=C/c2cc(OC)c(OC)c(OC)c2)cc1OC	96.4	/	94.7	118.2	89.7	75.0	63.5	99.3	90.4
CCCCCN(CCCCC)C(=O)C(C)C	100.8	99.3	100.7	103.7	97.2	92.4	93.6	100.4	94.5
CCN1C(=O)NC(c2ccccc2)C1=O (stereo unspecified)	97.5	80.4	104.7	109.6	95.9	105.7	62.0	116.4	99.6
Cc1cc(N2CCCCCC2)nc(N2CCN(CC(=O)Nc3ccc4c(ccn4C)c3)CC2)n1	104.4	82.9	96.4	78.8	109.8	48.6	89.6	95.6	93.8
CCCc1cc(C(CC)C(CC)c2ccc(O)c(CCC)c2)ccc1O (stereo unspecified)	76.6	85.1	73.3	78.9	81.4	94.7	52.2	116.5	61.7
CCN(CC)CCN1C(=O)c2c(c(C)c3c(oc4ccc(OC)cc43)c2C)C1=O	14.3	90.8	74.3	82.2	95.2	87.5	95.0	96.1	97.9
CC(=O)c1sc2nc(CSc3nc4ccc(C)cc4[nH]3)[nH]c(=O)c2c1C	104.6	114.8	119.8	133.2	132.7	111.3	91.9	115.5	105.1
COCN1CCC2N(COC)CCC3N(COC)CCC1N23 (stereo unspecified)	110.9	113.1	108.7	112.4	124.3	104.8	106.6	94.7	104.6
O=c1[nH]c(-c2cccnc2)nc2c1sc(=S)n2-c1ccccc1	98.4	93.7	109.2	102.4	108.2	113.9	98.7	114.1	98.3
CCOC(=O)c1cc2c(n1Cc1cccc(OC)c1)-c1oncc1CCC2	/	6.5*	17.9	21.4	74.8	10.0	14.5	-17.5*	36.4
CCCCCCCCCCCC[n+]1ccccc1 (tested in a mixture with another compound)	11.3	42.0	0.7*	/	31.9	-30.1*	-53.0*	/	-2.1*
O=C(O)c1ccccc1F	101.2	108.6	101.7	133.5	110.9	103.9	102.1	120.6	104.8
CNC(=O)c1cc(-n2ccc3cc(NC(=O)c4ccc(F)c(C(F)(F)F)c4)ccc32)ccn1	96.8	86.3	99.6	106.1	103.7	96.2	88.2	108.8	98.6
Brc1cccc(C=Nc2ccc(Nc3ncnc4sc5c(c34)CCN(Cc3ccccc3)C5)cc2)c1	85.3	97.6	96.2	102.6	107.8	106.5	77.0	114.9	103.3
COc1ccc(-c2oc3cc(O)c(OC)c(O)c3c(=O)c2OC)cc1O	73.5	/	1.5*	7.2*	46.7	46.2	-30.3*	101.0	16.1
O=c1oc2c(cnc3ccccc32)cc1Sc1ccccc1	103.3	103.6	103.5	95.9	103.7	106.8	98.6	105.1	101.3
CC(=O)OCC(COC(C)=O)(COC(C)=O)[N+](=O)[O-]	102.6	117.8	130.9	104.6	102.4	121.6	82.5	119.7	101.8
CS(=O)(=O)Nc1ccc(C(=O)/C=C2/C(=O)Nc3ccccc32)cc1	98.3	110.7	107.9	90.9	101.0	106.7	58.6	117.1	94.2
CC/C(=N/NC(N)=O)c1ccccc1	97.8	105.2	107.7	107.5	102.1	103.6	99.5	118.6	98.6
OCCN(CCO)Cc1cc(Br)ccc1O	103.6	91.7	106.4	108.4	101.6	95.4	83.3	115.0	99.2
O=C(O)CN1C(=O)/C(=C/c2cc3cc4c(cc3nc2Cl)OCO4)SC1=S	105.5	121.9	108.8	132.3	104.4	126.6	100.7	116.8	100.4
CS(=O)(=O)c1ccc(-c2cc3c(oc2=O)-c2ccccc2OC3O)cc1 (stereo unspecified)	74.7	87.7	91.7	/	106.7	105.3	92.7	114.2	90.3
COc1ccc(C2N=C(N)NC(Nc3nn[nH]n3)=N2)cc1OC (stereo unspecified)	105.7	103.7	113.3	110.1	107.7	107.7	104.5	119.7	102.8
O=C(CC(=O)c1ccccc1)CS(=O)(=O)c1ccccc1	108.4	118.1	108.8	121.4	102.3	101.9	88.1	95.6	100.7
COc1ccc(C(=O)/C=C/c2cccc(Br)c2)cc1S(N)(=O)=O	17.4	93.3	2.4*	-80.3*	3.2*	-56.4*	-79.0*	-92.6*	-66.3*
CCS(=O)(=O)c1ccccc1C(=O)NC	101.6	110.3	98.9	98.6	104.9	97.5	84.1	103.5	108.1
O=C(NNC(=O)c1ccc(Cl)cc1)c1ccc(Cl)cc1	106.6	81.1	110.8	106.8	103.2	93.1	84.9	110.5	104.0
COc1cccc2c1OC(c1ccc3noc(-c4ccc(C)cc4)c3c1)N1N=C(c3ccccc3)CC21 (stereo unspecified)	108.1	/	105.3	/	102.7	109.9	96.0	111.1	102.6
CC/C=C\C[C@H]1CC=C2C(=O)C=C[C@@H]2CC=CCCCC(=O)O[C@@H](CCCCC)CC=C2C(=O)C=C[C@@H]2CC=CCCCC(=O)O[C@@H](CCCCC)CC=C2C(=O)C=C[C@@H]2CC=CCCCC(=O)O[C@@H](CCCCC)CC=C2C(=O)C=C[C@@H]2CC=CCCCC(=O)O1	74.6[7.9 µM]	73.1[7.9 µM]	30.4[7.9 µM]	-4.8*[7.9 µM]	85.7[7.9 µM]	2.5*[7.9 µM]	-16.2*[7.9 µM]	-26.7*[7.9 µM]	4.7*[7.9 µM]
CC(C)C1=NOC(=O)C1=Cc1cn(-c2ccco2)nc1-c1ccccc1	101.7	98.6	93.8	80.6	102.0	86.3	84.8	103.2	96.6
O=C1OC2C(I)C3C(C4CCCCC4)C1C23 (stereo unspecified)	95.2	84.6	105.9	103.1	102.5	101.1	99.2	117.8	98.5
COc1ccccc1C(=O)/C=C/c1cc2cccc(OC)c2[nH]c1=O	-22.1*	-15.0*	-27.5*	-43.5*	8.1*	-39.1*	-72.7*	-49.7*	-16.4*
O=C(Nc1nc2ccc(C(=O)c3ccccc3)cc2[nH]1)OC1COC1	90.1	47.6	85.1	95.1	88.9	58.1	23.5	78.6	94.5
CC(=O)Nc1nc(-c2ccc([N+](=O)[O-])cc2)c(CCC=O)c(=O)[nH]1	98.4	133.8	120.4	117.9	122.1	98.9	85.8	112.4	92.5
O=S1(=O)CCOC1	99.2	107.5	108.3	109.4	97.3	98.8	/	111.0	108.8
CC1=Nc2cccc3cccc(c23)NC(=O)C1	91.9	85.1	109.1	118.5	138.3	116.1	90.8	107.3	95.3
Cc1c(O)cc(-c2csc(N)n2)c(O)c1C	93.6	104.0	96.6	110.4	101.1	110.0	87.1	121.0	88.7
O=[N+]([O-])c1ccc(N2c3nc4ccccc4cc3Sc3cc4ccccc4nc32)cc1	84.8	101.1	112.9	/	86.7	101.3	92.9	117.5	91.2
CN1CCN(CCCOc2ccc3ncnc(Nc4ccc(Oc5cccc(F)c5)c(Cl)c4)c3c2)CC1	88.4	33.2	-62.8*	-55.7*	22.1	-25.1*	22.0	-37.0*	50.8

# High-throughput results (PubChem BioAssay)
